# Source: PubChem BioAssay
# KCNQ1 act: potentiators or activators of KCNQ1 channel, primary screen, cell-based, thallium flux, high-throughput; actives 0.35% (n = 310,000); B-score at 10 µM; CHO-K1 KCNQ1, thallium flux FluxOR fluorescence; stronger effect = higher value; Potassium voltage-gated channel subfamily KQT member 1 (Homo sapiens), P51787;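 active means fluorescence ratio B-score, a plate-corrected score, at least three library SD, with initial intensity B-score within 5 SD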
#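 Assay system: stable KCNQ1 CHO-K1 line; medium: assay buffer, equal DMSO in all wells; timing: 90 min dye loading and 20 min compound exposure, both at room temperature; technique: kinetic FluxOR thallium fluorescence, 10-s 1-Hz baseline, 110-s post-stimulus read; read-out basis: B score of baseline-normalized fluorescence ratio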
# TMEM16A inh: TMEM16A chloride channel inhibitors, primary screen, cell-based, HTS | Anoctamin-1 (Mus musculus), Q8BHY3 | AID 588511, 2011 | normalized B-score (activity score, 25-100; higher = stronger inhibition) at 10 µM | HEK293 TMEM16A/YFP iodide influx fluorescence, ionomycin | actives 1.2% (n = 310,000);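 active means ratio plate-corrected score three or more library SD toward inhibition, starting fluorescence score within five deviations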;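 further: score derived from kinetic fluorescence span divided by baseline fluorescence per well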
# RGS4 pot: RGS4 potentiators or activators, primary screen, cell-based, HEK293 M3R inducible RGS4, calcium flux | carbachol calcium flux Fluo4; stronger effect = lower value | B-score at 10 µM | AID 463111, 2010 | actives 0.92% (n = 310,000);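 active means B-score of the integrated calcium signal more than 4 SD below the library mean, with starting fluorescence not abnormally high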;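 further: negative B-score means reduced calcium response which marks RGS4 activation or potentiation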
#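 Assay system: Inducible-RGS4 HEK293 cells carrying M3 receptor | Schedule: Compound preincubation 20 min at room temperature before agonist | Signal: Kinetic calcium fluorescence imaging with Fluo4-AM dye, 2 µM | Read-out basis: B score from integrated fluorescence ratio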
# TMEM16A act: TMEM16A chloride channel activators or potentiators, primary screen, cell-based, HTS; B-score at 10 µM; actives 0.3% (n = 340,000); Anoctamin-1 (Mus musculus), Q8BHY3; HEK293 TMEM16A/YFP-H148Q/I152L, iodide quench fluorescence; stronger effect = lower value; AID 623877, 2012;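 active means fluorescence-ratio B-score plate-corrected deviation score at least 3 library SD below zero, with starting fluorescence score within 5 deviations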;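 further: channel opened by trigger with iodide after compound preincubation; score built on the fluorescence ratio of max minus min over baseline; more negative score means more quench and so TMEM16A activation or potentiation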
# RGS4 block: RGS4 inhibitors, primary screen, cell-based, HEK293 M3R inducible RGS4, calcium flux. Regulator of G-protein signaling 4 (Homo sapiens), P49798. Fluo-4 calcium flux; stronger effect = higher value; triggered by carbachol at its EC20. B-score at 10 µM. actives 0.45% (n = 310,000). AID 463165, 2010;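 active means B-score, a plate-corrected calcium signal, over three deviations above library mean, with baseline fluorescence within five deviations of library mean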;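 further: RGS4 expression induced by doxycycline in cells with stable M3 receptor; B-score is computed from the integrated fluorescence ratio over baseline after carbachol; higher B-score means a larger calcium signal and so more RGS4 inhibition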
# Target sequence (P49798 whole entry, looked up): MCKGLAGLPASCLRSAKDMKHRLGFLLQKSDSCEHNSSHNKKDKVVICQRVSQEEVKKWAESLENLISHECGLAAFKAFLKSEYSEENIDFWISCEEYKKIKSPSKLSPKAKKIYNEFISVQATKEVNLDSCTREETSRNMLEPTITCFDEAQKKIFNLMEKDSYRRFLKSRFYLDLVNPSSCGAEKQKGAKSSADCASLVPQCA
# KCNQ1 block: inhibitors of human KCNQ1 channel, primary screen, cell-based, thallium flux, high-throughput. B-score at 10 µM. CHO-K1 KCNQ1, FluxOR thallium flux fluorescence; stronger effect = higher value. actives 1.3% (n = 310,000). AID 2642, 2010. Potassium voltage-gated channel subfamily KQT member 1 (Homo sapiens), P51787;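 active means compounds whose thallium flux B-score, printed positive for inhibition, exceeds three library SD while starting fluorescence stays within three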;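 further: channel opened by potassium depolarization with thallium stimulus after 20 min compound exposure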
# SKKanGAS inh: S. pyogenes SKKanGAS growth inhibitors in kanamycin, primary screen, streptokinase expression inhibitor project, SKKanGAS strain, BacTiter-Glo luminescence; actives 1.3% (n = 300,000); 6 h; inhibition, % at 7.5 µM;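 active means mean replicate score, as percent of positive control median, at least 50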;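 further: strain carries kanamycin resistance gene driven by streptokinase promoter and grows in 40 µg/ml kanamycin; loss of luminescence reflects streptokinase promoter inhibition or plain growth inhibition; 0% = median of DMSO wells and 100% = positive control at its reference dose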
# HDAC3 inh: HDAC3 deacetylase inhibitors, primary screen, biochemical, fluorescence, cell-free homogeneous; recombinant HDAC3, fluorogenic peptide/trypsin coupled; Histone deacetylase 3 (Homo sapiens), O15379; AID 2718, 2010; actives 0.15% (n = 320,000); inhibition, % at 8.3 µM; in the data active means inhibition above about 26%, passing the limit was not always enough
# Target sequence (O15379 whole entry, looked up): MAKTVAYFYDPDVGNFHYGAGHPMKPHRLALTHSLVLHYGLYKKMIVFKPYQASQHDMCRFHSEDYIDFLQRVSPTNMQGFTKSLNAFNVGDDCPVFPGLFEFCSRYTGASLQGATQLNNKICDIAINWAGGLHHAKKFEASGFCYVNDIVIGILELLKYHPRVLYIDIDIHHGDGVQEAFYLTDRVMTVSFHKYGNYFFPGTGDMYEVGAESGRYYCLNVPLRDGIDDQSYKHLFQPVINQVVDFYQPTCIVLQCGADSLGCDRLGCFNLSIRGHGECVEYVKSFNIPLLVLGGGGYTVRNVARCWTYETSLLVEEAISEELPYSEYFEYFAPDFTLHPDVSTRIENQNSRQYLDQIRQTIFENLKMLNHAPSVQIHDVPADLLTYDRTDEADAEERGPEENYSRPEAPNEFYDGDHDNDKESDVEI
# KCNK3 inh: human KCNK3 channel inhibitors, primary screen, CHO cells, FluxOR thallium flux, B-score. Potassium channel subfamily K member 3 (Homo sapiens), O14649. FluxOR fluorescence; stronger effect = lower value. B-score at 10 µM. actives 0.84% (n = 340,000). AID 602410, 2012;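 active means B-score under library mean minus 4 SD, starting fluorescence ratio at most library mean plus 5 SD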;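 further: more negative B-score means stronger inhibition of thallium flux through KCNK3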
# hERG protect: hERG rescue from dofetilide block, primary screen, cell-based, CHO-hERG, FluxOR thallium flux, dofetilide IC70; dofetilide IC70 present; activation (rescue from dofetilide block), less the hit threshold, % at 10 µM; actives 0.51% (n = 310,000); Voltage-gated inwardly rectifying potassium channel KCNH2 (Homo sapiens), Q12809; AID 1511, 2009;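 active means activation above the mean of controls blocked by dofetilide plus 5 SD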;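 further: thallium influx through hERG after potassium depolarization seen as dye fluorescence rise; in these data hits start at about 4.7%; inactives centre near -7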
# KCNK9 block: KCNK9 potassium channel inhibitors, primary screen, HEK293 cells, thallium flux. FluxOR thallium flux fluorescence; stronger effect = lower value. actives 1.2% (n = 310,000). AID 488922, 2010. B-score at 10 µM. Potassium channel subfamily K member 9 (Homo sapiens), Q9NPC2;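 active means ratio B-score over 3 SD below the library mean, with starting fluorescence within 5 SD of its mean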;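 further: negative B-score means less thallium flux so channel inhibition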
# Target sequence (Q9NPC2 whole entry, looked up): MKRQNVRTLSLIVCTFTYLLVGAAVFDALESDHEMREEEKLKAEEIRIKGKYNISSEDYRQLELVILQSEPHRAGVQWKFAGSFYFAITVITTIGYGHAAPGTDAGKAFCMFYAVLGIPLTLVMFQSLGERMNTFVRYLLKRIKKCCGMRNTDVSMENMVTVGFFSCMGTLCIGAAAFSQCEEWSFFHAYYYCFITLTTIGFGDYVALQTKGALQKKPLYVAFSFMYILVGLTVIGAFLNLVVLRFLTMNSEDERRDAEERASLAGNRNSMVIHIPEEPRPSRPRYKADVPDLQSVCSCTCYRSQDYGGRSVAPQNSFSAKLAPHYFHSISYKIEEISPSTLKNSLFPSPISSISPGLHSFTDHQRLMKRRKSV
# * marks the source's active call; other numbers are inactive results; i = inactive; / = no result given.
molecule	KCNQ1 act	TMEM16A inh	RGS4 pot	TMEM16A act	RGS4 block	KCNQ1 block	SKKanGAS inh	HDAC3 inh	KCNK3 inh	hERG protect	KCNK9 block
O=C(c1ccco1)N1CCCC(c2nc3c(nnn3Cc3ccc(Cl)cc3Cl)c(=O)[nH]2)C1 (stereo not given)	i	i	i	i	i	i	7	-3	i	-8	i
CN(C)C(=S)Nc1ccc(Br)cc1Cl	i	i	i	i	i	i	-13	1	i	-9	i
O=C(CN(C(=O)CCC(=O)Nc1ccccn1)c1ccc(F)cc1)NCc1ccco1	i	i	i	i	i	i	-1	-8	i	-6	i
CCC(C)C(=O)Nc1cc(Cl)ccc1C(=O)O (stereo not given)	i	i	i	i	i	i	6	-4	i	-4	i
CCc1cc2ccccc2nc1SCC(=O)Nc1cc(OC)c(OC)cc1C(=O)O	i	i	i	i	i	i	33	3	i	-6	i
CCOC(=O)C1CCN(S(=O)(=O)c2ccc3c(c2)N(C(C)=O)CCO3)CC1	i	i	i	i	i	i	0	5	i	-11	i
CC(NS(=O)(=O)c1ccc(CCC(=O)N2CCN(C)CC2)cc1)c1ccccc1 (stereo not given)	i	i	i	i	i	i	1	-4	i	-15	i
COc1ccc(S(=O)(=O)Nc2cc(Cl)ccc2OC)cc1	i	i	i	i	i	i	-2	6	i	-5	i
C/C(=N\NC(=O)c1c(Cl)cnn1C)c1cccc(NC(=O)C(C)C)c1	i	i	i	i	i	i	-2	-5	i	1	i
CN(C)C(=O)CSc1ncnc2scc(-c3ccccc3)c12	i	i	i	i	i	i	-29	7	i	-4	i
CCN(C(=O)COC(=O)c1ccccc1Nc1cccc(C)c1C)C1CCS(=O)(=O)C1 (stereo not given)	i	100*	i	i	i	i	4	6	i	1	i
CCCN(CC1CC1)c1nc(N)c2c(N)nc(OC)cc2c1C#N	i	i	i	i	i	i	15	-3	i	-6	i
Cc1ccccc1OC(C)C(=O)N1CCC(Cc2ccccc2)CC1 (stereo not given)	i	i	i	i	i	i	1	/	i	-13	i
CCOc1ccc(Nc2nc3ccccc3n2C)cc1	i	i	i	i	i	i	0	1	i	-3	i
Cc1occc1C(=O)NNC(=O)C(c1ccccc1)c1ccccc1	i	i	i	i	i	i	-11	-10	i	-11	i
COc1ccc(CCNC(=O)C2CCC(=O)N2Cc2ccccc2Cl)cc1OC (stereo not given)	i	i	i	i	i	i	0	2	i	-4	i
CCCCCCOC(=O)Cc1c(C)nc(N)[nH]c1=O	i	i	i	i	i	i	1	-15	i	-5	i
O=S(=O)(NCCCO)c1ccc2c(c1)Cc1cc(S(=O)(=O)NCCCO)ccc1-2	i	i	i	i	i	i	-4	0	i	-9	i
O=C(O)CCC(NS(=O)(=O)c1ccc(N2CCCC2=O)cc1)C(=O)O (stereo not given)	i	i	i	i	i	i	1	1	i	3	i
COc1ccc(-c2noc(CCCC(=O)N3CCOCC3)n2)cc1	i	i	i	i	i	i	1	-2	i	1	i
COc1ccc(/C=N/NC(=O)c2nc(-c3ccccc3)n(-c3ccccc3)n2)cc1	i	i	i	i	i	i	4	1	i	-7	i
Cc1ccc2[nH]c(=O)c(CN(CCCN(C)C)C(=S)NCCc3ccccc3)cc2c1	10*	i	i	i	i	i	-2	2	i	-9	i
O=c1c2ccccc2nc(COc2ccccc2)n1/N=C/c1ccc(O)c(O)c1	i	i	-7.7*	i	i	i	1	1	i	-16	i
COc1ccc(CNC(=O)COC(=O)CC2CC3CCC2C3)cc1OC (stereo not given)	i	i	i	i	i	i	-2	-3	i	-5	i
NS(=O)(=O)c1cc(C(=O)NCCc2ccccn2)ccc1Cl	i	i	i	i	i	i	4	-5	i	-13	i
Cc1cc(C)nc(NC(=O)c2c(F)c(F)c(F)c(C(=O)Nc3cc(C)cc(C)n3)c2F)c1	i	i	i	i	i	i	3	1	i	-8	i
O=C(NCCc1ccccc1)C1CCN(C(=O)Nc2ccccc2)CC1	i	i	i	i	i	i	-6	-2	i	-5	i
O=C(CCl)N=c1sccn1Cc1cccc2ccccc12	i	/	i	i	i	i	0	/	i	-6	i
CCC1=Nc2cc(C(=O)NCCN3CCOCC3)ccc2Sc2ccccc21	i	i	i	i	i	i	2	1	i	-6	i
Cc1ccc(Nc2nc3ccccc3c(=O)s2)cc1C	i	i	i	i	i	i	3	2	i	-4	i
CCOc1ccc(NC(=O)C2CCCN(S(=O)(=O)c3cccc4nsnc34)C2)cc1 (stereo not given)	i	i	i	i	i	i	1	12	i	-5	i
O=C(COC(=O)c1cccc2ccccc12)Nc1ncc(C(F)(F)F)cc1Cl	i	i	i	i	i	i	4	4	i	-7	i
COc1cccc(NC(=O)c2ccc(NC(=O)C(C)(C)C)cc2)c1	i	i	i	i	i	i	-9	5	i	-5	i
COc1ccc(NC(=O)c2cc(S(=O)(=O)N3CCc4ccccc43)cn2C)cc1	i	i	i	i	i	i	3	/	i	-9	i
CCC(=O)Oc1ccc(C(=O)Nc2ccccc2C(=O)NCC(C)C)cc1	i	i	i	i	i	i	-6	/	i	-5	i
COc1ccc(-c2ccc(CCC(=O)O)o2)cc1	i	i	i	i	i	i	15	4	i	0	i
COc1ccc(NS(=O)(=O)c2cc(NC(=O)[C@@H](NC(N)=O)C(C)C)ccc2C)cc1	i	i	i	i	i	i	0	-3	i	-11	i
O=C(CC(c1ccccc1)c1cc(Br)ccc1O)NCCCN1CCOCC1 (stereo not given)	i	i	i	i	i	i	2	7	i	-7	i
Cc1ccc(NC(=S)N(C)Cc2cn(C)c3ccccc23)cc1	i	i	i	i	i	i	-8	1	i	-1	i
O=C(NCc1cccnc1)c1ccc(-c2cc3ccccc3oc2=O)cc1	i	i	i	i	i	i	-13	-14	i	-12	i
COc1ccc(C(=O)C2CCCN(C(=O)CCC3=NNC(=O)CC3)C2)c(C)c1 (stereo not given)	i	i	i	i	i	i	-4	-5	i	-2	i
CCS(=O)(=O)c1nc(S(=O)(=O)c2ccc(Cl)cc2)c(N2CCOCC2)s1	i	i	i	i	i	i	-4	7	i	-5	i
CC(=O)CCc1oc2ccc(NC(C)=O)cc2c1-c1ccc(C)o1	i	i	i	i	5.3*	i	-4	1	i	-7	i
CCOC(=O)C1=C(C)N(c2ccccc2)C(=O)C1CC(=O)O (stereo not given)	i	i	i	i	i	i	-1	7	i	-5	i
CCOC(=O)c1c(N)sc(C(=O)N(C)C)c1C	i	i	i	i	i	i	-6	1	i	-6	i
Cc1cc(SCc2ccc(C(F)(F)F)cc2)nc(=O)[nH]1	i	i	i	i	i	i	-3	1	i	-10	i
CCOC(=O)c1c(NC(=O)COC(=O)Cn2c(C)nc3ccccc32)sc2c1CCCC2	i	i	i	i	i	i	-7	11	i	-6	i
CCOC(=O)C1(CCOC)CCN(Cc2ccc(C3CCCCO3)s2)CC1 (stereo not given)	i	i	i	i	i	i	-2	5	i	-3	i
CCOc1ncccc1C(=O)N1CCCSC1=Nc1ccccc1OC	i	i	i	i	i	i	3	5	i	-9	i
O=C(CSc1nnc(CNc2ccc(F)cc2)n1-c1ccccc1)N1CCOCC1	i	i	i	i	i	i	-4	0	i	-4	i

# More structures.
molecule	KCNQ1 act	TMEM16A inh	RGS4 pot	TMEM16A act	RGS4 block	KCNQ1 block	SKKanGAS inh	HDAC3 inh	KCNK3 inh	hERG protect	KCNK9 block
CC(=O)N1CCc2cc(S(=O)(=O)CCC(=O)Nc3cc(C)cc(C)c3)ccc21	i	i	i	i	i	i	-3	0	i	-9	i
Cn1cc(CN2CCN(CCc3ccccc3)C(CCO)C2)cn1 (stereo not given)	i	i	i	i	i	i	8	7	i	-6	i
C=CCn1c(SCC(=O)Nc2ccccc2F)nnc1C(C)NC(=O)c1ccccc1F (stereo not given)	i	i	i	i	i	i	3	7	i	-5	i
CS(=O)(=O)N(Cc1ccccc1)c1ccc(C(=O)N2CCc3ccccc3C2)cc1	i	i	i	i	i	i	-5	6	i	-17	i
O=C(Nc1nc2ccc(S(=O)(=O)N3CCCCC3)cc2s1)c1cccnc1	i	i	i	i	i	i	6	3	i	-6	i
Cc1cccn2c(CN3CCSCC3)c(C(=O)N3CCOCC3)nc12	i	i	i	i	i	i	-3	-1	i	-5	i
CCCn1c(N)c(CC)c(=O)[nH]c1=O	i	i	i	i	i	i	/	0	i	-6	i
COc1cccc(CN2CCSCC2)c1	i	i	i	i	i	i	5	0	i	-4	i
O=C(C1CCCN1S(=O)(=O)c1ccc(Cl)cc1)N1CCOCC1 (stereo not given)	i	i	i	i	i	i	-2	-4	i	-20	i
C=CCn1c(C(C)NC(=O)c2cccc(C)c2)n[nH]c1=S (stereo not given)	i	i	i	i	i	i	-1	7	i	-7	i
CCCOc1ccc(C(=O)CCCC(=O)c2ccc(OCCC)cc2)cc1	i	i	i	i	i	i	-7	2	i	-3	i
Cc1nn(-c2ccccc2)c2nc(=O)n(-c3ccccc3)cc12	i	i	i	/	i	i	4	1	i	-2	i
N=C(N)SCP(=O)(c1ccccc1)c1ccccc1	i	i	i	i	i	i	6	-1	i	-9	i
O=C1NCCCN1Cc1ccc(F)cc1	i	i	i	i	i	i	0	-2	i	-2	i
